Screening results: PubChem BioAssay, several laboratories
MEX-5 binding – MEX-5 zinc finger RNA-binding disruptors – biochemical, C. elegans, fluorescence polarization, MLPCN library, primary screen | MEX-5/FITC-TCR2 RNA binding; stronger effect = lower value | hit rate 0.38% among 300,000 | AID 1832, 2009 | Zinc finger protein mex-5 (Caenorhabditis elegans), Q9XUB2 | activity score (negative = inhibition of binding), % at 10 µM;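 active = inhibition past about -25% in most replicates, and total fluorescence under double the plate's negative control median, limit read from the data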;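 also: 0% = DMSO and -100% = 5 µM competing unlabeled TCR2 RNA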
Target sequence (Q9XUB2 whole entry, looked up): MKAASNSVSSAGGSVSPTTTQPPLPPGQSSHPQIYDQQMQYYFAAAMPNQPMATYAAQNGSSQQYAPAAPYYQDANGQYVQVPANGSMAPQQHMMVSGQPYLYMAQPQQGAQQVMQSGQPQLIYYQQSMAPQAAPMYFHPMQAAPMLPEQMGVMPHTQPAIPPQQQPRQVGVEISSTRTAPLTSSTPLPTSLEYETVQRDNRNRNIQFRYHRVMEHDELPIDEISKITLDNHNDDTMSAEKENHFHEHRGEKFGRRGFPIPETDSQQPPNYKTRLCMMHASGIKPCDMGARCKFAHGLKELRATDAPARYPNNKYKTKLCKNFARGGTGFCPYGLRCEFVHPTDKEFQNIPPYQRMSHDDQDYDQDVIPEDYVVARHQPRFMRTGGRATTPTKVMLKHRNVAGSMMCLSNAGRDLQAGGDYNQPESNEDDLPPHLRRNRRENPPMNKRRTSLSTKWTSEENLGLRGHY
Efflux pump inh – inhibitors of Candida efflux pumps in yeast, primary screen, S. cerevisiae, Nile Red, multiplex. inhibition, % at 10 µM. hit rate 0.44% among 330,000. S. cerevisiae Candida pump triplex;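 active = plate passing quality check with inhibition over a set limit, or well fluorescence over plate mean plus 4 SD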;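 also: Nile Red retained in pooled yeast measured as flow cytometry median fluorescence; 0% = buffer negative control and 100% = Enniatin B positive control; higher means more Nile Red kept so more efflux inhibition; some compounds called inactive have numbers as strong as hits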
Bcl-xL primary – inhibitors of human Bcl-xL, primary screen, biochemical, fluorescence polarization, HTS | Bcl-2-like protein 1 (Homo sapiens), Q07817 | GST-Bcl-xL / FITC-Bim BH3 peptide fluorescence polarization | inhibition, % at 10.9 µM | hit rate 0.7% among 320,000 | AID 2129, 2009;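 active = inhibition above the mean of all tested compounds plus 3 SD, cutoff set per campaign, cut at about 30% in these data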;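 also: 0% = DMSO wells and 100% = unlabeled Bim-BH3 peptide competitor; inhibitors lower millipolarization by displacing the labeled peptide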
MCL1 BIM primary – inhibitors of MCL1 binding to BIM-BH3, primary screen, biochemical, fluorescence polarization | GST-MCL1 / FITC-Bim-BH3 fluorescence polarization | inhibition, % at 10.9 µM | hit rate 0.68% among 320,000 | AID 2057, 2009;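 active = inhibition above the mean inhibition of all tested compounds plus 3 SD, set per campaign, cut at about 40% in these data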;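 also: 0% = DMSO wells and 100% = unlabeled Bim-BH3 peptide control; higher means more loss of mP so more displacement of Bim peptide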
EBNA-1 inhibitor – EBNA-1 DNA-binding inhibitors, primary screen, biochemical, fluorescence polarization | inhibition, % at 14.8 µM | AID 1950, 2009 | hit rate 0.34% among 300,000; in the data active = inhibition above about 28%
ZTA DNA inh – counter-screen for EBNA-1 inhibitors: inhibitors of Epstein-Barr virus ZTA; inhibition, % at 11 µM; P03206; hit rate 0.15% among 320,000; ZTA-DNA binding, fluorescence polarization; in the data active = inhibition above about 33%
Yeast superoxide – reduction of superoxide in aged yeast, primary screen, HTS. S. cerevisiae aged cells, superoxide DHE fluorescence; stronger effect = lower value. superoxide response (% of plate mean), % at 10 µM. AID 2690, 2010. hit rate 0.18% among 330,000;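 active = superoxide response under a set limit, about three screen SD below normal, cut at about 65% in these data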;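 also: yeast aged for seven days with compound at 30 °C before DHE staining; 100% = average MFI of all compound-treated wells on the plate with controls excluded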
GLD-1 RNA inh – GLD-1/TGE RNA complex disruptors, primary screen, biochemical, fluorescence polarization. Female germline-specific tumor suppressor gld-1 (Caenorhabditis elegans), Q17339. purified GLD-1 + fluorescein TGE RNA. inhibition, % at 5.96 µM. hit rate 0.44% among 320,000;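 active = percent inhibition above a per-plate cutoff, the plate mean of test compounds plus 3 SD, cut at about 30% in these data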;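 also: 0% = DMSO wells with GLD-1 and probe and 100% = wells lacking GLD-1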
Target sequence (Q17339 whole entry, looked up): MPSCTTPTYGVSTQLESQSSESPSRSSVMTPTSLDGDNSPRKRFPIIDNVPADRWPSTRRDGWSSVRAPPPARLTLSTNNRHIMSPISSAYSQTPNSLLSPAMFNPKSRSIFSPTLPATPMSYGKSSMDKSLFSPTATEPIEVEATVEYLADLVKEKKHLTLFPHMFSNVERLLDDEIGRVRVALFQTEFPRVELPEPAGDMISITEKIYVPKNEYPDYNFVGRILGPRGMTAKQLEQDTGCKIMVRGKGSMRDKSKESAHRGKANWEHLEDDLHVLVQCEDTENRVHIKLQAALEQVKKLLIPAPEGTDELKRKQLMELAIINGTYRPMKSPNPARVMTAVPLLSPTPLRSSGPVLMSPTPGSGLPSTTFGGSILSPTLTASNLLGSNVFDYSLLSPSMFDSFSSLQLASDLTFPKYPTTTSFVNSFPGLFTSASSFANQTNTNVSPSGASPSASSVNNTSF
Fam108B inh – mouse Fam108B serine hydrolase inhibitors, primary screen, counter-screen for RBBP9 inhibitor project, biochemical, fluorescence polarization | hit rate 0.33% among 300,000 | recombinant Fam108B, FP-Rh probe fluorescence polarization | inhibition, % at 9.51 µM;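 active = inhibition above the screen mean inhibition plus 3 SD, computed separately per campaign, cut at about 18% in these data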;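 also: inhibitors lower polarization as less probe binds the enzyme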
An asterisk follows results filed as active; . = no result given.

SMILES	MEX-5 binding	Efflux pump inh	Bcl-xL primary	MCL1 BIM primary	EBNA-1 inhibitor	ZTA DNA inh	Yeast superoxide	GLD-1 RNA inh	Fam108B inh
CC(C(=O)N1c2ccccc2CCc2ccccc21)n1nnc(-c2ccc(N(C)C)cc2)n1 (configuration not stated)	3.1	-0.1	7	5	5	8	96	3	1
O=C(Cn1nnc(-c2ccccc2)n1)N/N=C/c1cccc([N+](=O)[O-])c1	1.7	-0.1	6	7	6	20	92	5	1
O=C(CCC1CCCC1)NC1CCCCC1	1.8	0.2	-1	-6	1	-2	108	-7	-1
COC(=O)C1C(=O)C2=C(CC1C)NC(=O)CC2c1ccc(F)cc1 (configuration not stated)	-0.3	-0.1	6	8	-6	10	87	6	0
Cc1ccc(C(=O)NNC(=O)C(C)Oc2ccc3ccccc3c2)o1 (configuration not stated)	0.5	0.0	3	0	4	0	106	1	2
CCCN1Cc2cccc(C(=O)Nc3ccc(C)cc3)c2C1=O	0.2	0.1	4	4	1	-5	106	-6	0
COc1ccc(CC(=O)Nc2ccc(-c3cn4cccc(C)c4n3)cc2)cc1OC	0.6	-0.1	4	-2	-4	-8	101	-2	2
COc1cccc(C(C(=O)Nc2ccc(F)cc2)N(C(=O)Cn2nnc3ccccc32)C2CC2)c1 (configuration not stated)	0.1	-0.1	6	10	2	8	89	4	2
COc1cccc(/C=N/NC(=O)C[n+]2ccccc2)c1O	-0.1	-0.1	-3	-4	15	15	91	2	-1
CCNC(=O)c1cc2ccccc2o1	-1.9	0.0	1	-10	5	14	88	0	-1
O=C(CCC(=O)c1ccc(Oc2ccccc2)cc1)Nc1ccc(Cl)cc1Cl	-1.6	0.0	1	1	-12	-2	99	1	-17
CCCN1CCC(=O)N(CCSc2ccc(NC(C)=O)cc2)CC1	-3.6	-0.1	2	0	7	-1	103	-1	2
COc1ccccc1CCNC(=O)C(=O)NCC1OCCCN1S(=O)(=O)c1cc(C)ccc1C (configuration not stated)	0.0	0.0	2	9	1	0	98	7	1
Cc1ccc(C)c(S(=O)(=O)N2CCC3(CC2)OCCO3)c1	1.1	-0.1	6	4	-1	11	100	-3	-1
O=S(=O)(c1cccs1)N1CN(Cc2ccc(F)cc2)c2nc3ccccc3nc21	.	0.0	3	2	-8	4	101	6	-4
COc1ccc(-c2nc3c([nH]2)c(=O)n(C)c(=O)n3C)c(OC)c1	.	0.8	7	3	9	10	85	2	-1
COc1ccccc1N1C(=O)CCC1(C#N)c1ccc(Br)cc1 (configuration not stated)	0.6	0.1	8	2	4	5	97	1	3
O=C(CNS(=O)(=O)c1cccc(F)c1)OCC(=O)N1CCCC1=O	.	-0.1	3	3	.	-11	96	2	.
C[C@@H]1C=CC(=O)O[C@@H]1c1ccc(C(F)(F)F)cc1	-2.8	.	2	5	12	-1	.	-4	0
Cc1cc(C)n2nc(C(=O)OCC(=O)NCc3ccc(Cl)cc3)nc2n1	.	-0.2	0	6	.	5	108	4	.
Cc1ccc(C(=O)NCC(=O)NCC(c2cccs2)N2CCOCC2)cc1 (configuration not stated)	.	-0.1	2	6	.	1	108	0	.
COc1ccc(C(=O)CN2CC(C)SC2=Nc2ccc(Cl)cc2)cc1 (configuration not stated)	-0.4	-0.1	10	11	-15	14	99	7	0
COc1ccc(Cl)c2c1[nH]c1nc(SCc3ccccn3)nnc12	-3.7	-0.1	5	6	7	5	90	0	-4
CC(=O)Nc1ccc(S(=O)(=O)NC2=NCN(C)CN2)cc1	0.4	0.0	6	0	-6	-24	89	4	2
O=C(OCC(=O)N1CCc2ccccc21)c1ccccc1[N+](=O)[O-]	.	-0.1	-6	-5	.	-11	108	-1	.
CCOC(=O)CSc1nnc(CNC(=O)c2cccs2)n1-c1cc(C)ccc1C	.	0.5	2	-10	-4	4	115	6	-3
COC(=O)c1sc2ccccc2c1NC(=O)c1coc2ccccc2c1=O	-0.2	-0.1	-3	14	11	10	92	0	-9
Cc1ccc(NC(=O)CCNC(=O)c2ccc(Br)cc2)cc1S(=O)(=O)N1CCOCC1	-2.0	0.1	-8	-7	-6	-5	95	-4	2
Cn1c(C(=O)NN)cc2cc(OCc3ccccc3)ccc21	-1.2	0.2	1	-1	-4	-1	95	-2	0
O=S(=O)(c1ccc(Cl)cc1)c1nc(-c2ccco2)oc1N1CCCCC1	-2.1	0.0	1	-5	-10	-5	99	4	6
O=C(/C=C/c1ccccc1)Nc1ccc(S(=O)(=O)N2CCOCC2)cc1	-1.5	0.2	5	9	9	-8	90	3	-9
CS(=O)(=O)c1ccccc1COC(=O)Nc1ccc(Cl)cc1	1.3	-0.1	4	8	-4	5	121	6	-1
O=C(CSc1nc2ccc([N+](=O)[O-])cc2s1)NC1CCS(=O)(=O)C1 (configuration not stated)	-2.3	-0.2	-6	-6	-2	1	110	-13	6
Nc1nonc1-c1noc(CCCCCN2C(=O)c3ccccc3C2=O)n1	.	0.1	3	4	-5	-23	99	1	-3
CCCC(=O)c1cc2c(cc1NC(=O)c1cccs1)OCCO2	1.1	0.1	8	7	2	-7	99	-11	-1
CCOc1ccc(CCNC(=O)CN2C(=O)NC3(CCCCC3)C2=O)cc1OCC	0.5	0.0	-1	-3	-3	-4	103	-6	3
O=C1CCC([N+](=O)[O-])C(c2ccccc2Br)N1 (configuration not stated)	-1.4	0.0	1	-2	6	9	97	5	1
CCN1CCN(CCCNC(=O)c2ccccc2NC(=O)C2=C(C)OCCS2)CC1	2.2	0.0	7	6	0	-7	117	7	-2
COc1ccc(-n2nc(C(=O)NCC(=O)N3CCN(Cc4ccccc4)CC3)c3ccccc3c2=O)cc1OC	2.1	0.3	1	-2	-22	4	120	2	5
CN(C)S(=O)(=O)c1cccc(NC(=O)COC(=O)CCSc2ccc(Cl)cc2)c1	-1.5	0.1	2	-3	3	-2	93	7	3
O=C(CN1CCN(S(=O)(=O)c2ccc(Br)cc2)CC1)N/N=C/c1cccs1	-1.6	-1.1	1	0	-2	-4	111	0	-4
Cc1nc(C(C)NC(=O)c2cc(COc3ccc(F)c(F)c3)on2)cs1 (configuration not stated)	2.0	0.1	-1	-11	4	-2	93	-9	-5
CCOc1ccccc1OCC(=O)Nc1ccc(OC)c(S(=O)(=O)N2CCCCC2)c1	-1.5	0.1	-1	-2	6	-1	99	4	-8
Cc1ccc(NC(=O)CCOc2ccccc2C)cc1F	3.0	0.0	5	5	-20	-9	92	7	3
COC(=O)c1c(NC(=O)c2cccs2)sc2c1CCC(C)C2 (configuration not stated)	-0.1	0.1	0	-3	2	23	95	0	-3
CCn1c(=O)c(C(=O)Nc2ncccc2O)c(O)c2ccccc21	-0.7	0.0	1	-2	10	0	92	3	-3
COc1ccc(Cl)cc1NC(=O)C(C)Sc1n[nH]c(N)n1 (configuration not stated)	0.3	0.2	-1	-8	-2	-22	120	-1	-4
CCOc1ccccc1OCCCCCc1c(C)n[nH]c1C	-1.3	0.1	-1	-4	14	-9	102	0	-1
O=C(CS(=O)(=O)c1ccccc1)Nc1nc(-c2ccccc2)cs1	-4.7	0.2	4	12	-15	-2	114	-7	-5
COC(=O)C1=C(C)N(Cc2ccc(OC)cc2)C(=O)C1	-0.2	0.1	3	2	-9	-6	102	4	2
COc1cccc(OC(=O)N2CCOCC2)c1	0.4	-0.2	8	6	6	11	103	3	3
CCc1ccccc1NC(=S)N(CCc1ccncc1)C(C)C	1.2	-0.1	2	9	3	7	97	2	-4
CCCCOCCCNC(=O)/C=C/c1ccccc1Cl	0.7	0.0	6	4	6	6	91	3	-1
O=C(O)C1CCC(=O)N1C(=O)OCc1ccccc1 (configuration not stated)	1.5	0.4	7	9	-7	7	106	5	5
COc1ccc(CCC(=O)NC(C)C2CCCO2)cc1 (configuration not stated)	0.0	0.2	-9	-3	-9	-8	106	-2	-5
COc1ccc(S(=O)(=O)Nc2nncs2)cc1	0.9	0.0	0	7	1	0	105	6	4
CCCCc1nnc(NC(=O)CSCc2cc(=O)n3c(C)csc3n2)s1	2.2	-0.1	6	2	11	15	103	-2	-2
O=C(NCc1ccccc1)C1C2C=CC3(CN(Cc4cccnc4)C(=O)C13)O2 (configuration not stated)	-0.3	-0.1	5	-1	9	-1	90	4	1
Cc1nn(Cc2nnc(SCC(=O)Nc3ccc(Cl)cc3)n2C)c(C)c1[N+](=O)[O-]	2.1	-0.1	-1	-9	-1	4	109	-2	1
COc1ccc(/C=C(\NC(=O)c2ccc([N+](=O)[O-])cc2)C(=O)N2CCOCC2)cc1	1.4	0.3	-8	-16	-19	11	114	-14	3

Not a retest: three of the compounds above.
SMILES	MEX-5 binding	Efflux pump inh	Bcl-xL primary	MCL1 BIM primary	EBNA-1 inhibitor	ZTA DNA inh	Yeast superoxide	GLD-1 RNA inh	Fam108B inh
CCn1c(=O)c(C(=O)Nc2ncccc2O)c(O)c2ccccc21	-0.7	0.0	1	-2	10	0	92	3	-3
COc1ccc(Cl)cc1NC(=O)C(C)Sc1n[nH]c(N)n1 (configuration not stated)	0.3	0.2	-1	-8	-2	-22	120	-1	-4
CCOc1ccccc1OCCCCCc1c(C)n[nH]c1C	-1.3	0.1	-1	-4	14	-9	102	0	-1

Additional entries follow:
SMILES	MEX-5 binding	Efflux pump inh	Bcl-xL primary	MCL1 BIM primary	EBNA-1 inhibitor	ZTA DNA inh	Yeast superoxide	GLD-1 RNA inh	Fam108B inh
Cc1cccc(C(=O)OCC(=O)N(C)C(c2ccccc2)c2ccccc2)c1[N+](=O)[O-]	.	0.3	1	4	.	6	98	0	.
O=C(Nc1nnc(C2CC2)s1)C1Cc2ccccc2CN1C(=O)c1ccco1 (configuration not stated)	0.7	0.1	19	28	-5	-17	106	9	0
CCOC(=O)N1CCC(NC(=O)c2ccc(NC(=O)C3CCCO3)cc2)CC1 (configuration not stated)	0.4	-0.2	2	4	5	1	111	-6	0
CCc1c(C(=O)Nc2ccncc2)csc1C	0.0	0.4	2	5	-14	22	114	-4	0
COc1ccc(CNC(=O)[C@H](C)NC(=O)C2CCN(C(=O)[C@@H](N)Cc3ccccc3)CC2)cc1	-0.1	-0.3	5	0	-9	-2	87	1	-2
CCC1CCc2sc(C(=O)NCc3ccccn3)cc2C1 (configuration not stated)	-1.1	-0.1	1	4	1	13	103	2	-8
O=C(O)c1ccccc1OCC1CCCO1 (configuration not stated)	2.6	0.3	3	-5	2	11	96	-2	-1
CC(C)(C#N)Cc1cc(CC(C)(C)C#N)cc(C(C)(C)C)c1	-0.9	0.0	1	7	8	12	102	6	-1
O=C(c1cccc(S(=O)(=O)Nc2ccccc2F)c1)N1CCN(c2ccccc2F)CC1	-2.8	0.0	4	-9	-12	-21	84	9	-3
COc1ccccc1CNC(=O)CCCNC(=O)c1ccc(Cl)cc1	-1.8	0.0	1	-4	-1	8	98	0	1
O=C(C1=C[C@@H]2[C@H]3C(=O)N(c4cccc(Cl)c4)C(=O)[C@H]3[C@@H](C(=O)c3ccc(Cl)cc3)N2C=C1)c1ccccc1	1.6	0.0	11	18	-12	-5	97	-3	-6
Cn1cccc1CC(=O)NNC(=O)Nc1cccc(Cl)c1	0.0	0.1	-31	-22	-4	7	84	-2	0
COc1ccc(C(=O)NCN2CCN(c3ccccc3)CC2)cc1OC	.	0.1	-1	0	.	-11	127	-1	.
